Bioassay records: PubChem BioAssay, Fisher Drug Discovery Resource Center
NPYLR7 agonist: activates Aedes aegypti NPYLR7 receptor. AID 1259423. activation, % at 10 µM. HEK293T NPYLR7/Galpha15, GCaMP6s calcium fluorescence. 0.15% of 270,000 active; in the data active = activation above about 40%;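 also: 0% = vehicle and 100% = reference agonist at the receptor; some compounds past the cut are filed as inactive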
hcGAS inh: human cGAS inhibition | Q8N884 | recombinant h-cGAS, ATP depletion, Kinase-Glo luminescence | inhibition, % at 12.5 µM | 0.081% of 290,000 active;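 also: 0% = vehicle reaction and 100% = reaction without DNA for no activity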
Target sequence (Q8N884 whole entry, looked up): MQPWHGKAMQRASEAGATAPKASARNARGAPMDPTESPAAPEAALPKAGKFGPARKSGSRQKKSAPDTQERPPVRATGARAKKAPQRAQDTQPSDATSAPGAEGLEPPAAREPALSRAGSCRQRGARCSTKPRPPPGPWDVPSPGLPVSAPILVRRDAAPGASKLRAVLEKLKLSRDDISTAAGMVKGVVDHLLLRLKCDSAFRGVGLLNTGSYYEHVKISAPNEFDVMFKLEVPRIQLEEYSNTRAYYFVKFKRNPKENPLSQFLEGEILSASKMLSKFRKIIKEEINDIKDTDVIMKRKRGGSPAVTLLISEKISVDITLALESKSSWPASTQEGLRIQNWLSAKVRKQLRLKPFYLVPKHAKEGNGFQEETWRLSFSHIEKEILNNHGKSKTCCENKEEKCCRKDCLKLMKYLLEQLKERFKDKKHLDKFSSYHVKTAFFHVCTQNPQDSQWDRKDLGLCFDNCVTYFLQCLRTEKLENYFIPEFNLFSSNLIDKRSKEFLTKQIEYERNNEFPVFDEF
mcGAS lum: inhibitors of mouse cGAS; AID 1259399; recombinant cGAS, Kinase-Glo ATP depletion luminescence; inhibition, % at 12.5 µM; Q8C6L5; 0.15% of 160,000 active;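 also: 0% = negative control wells and 100% = reference inhibitor with no enzyme activity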
An asterisk follows results filed as active; nt = not tested or not shown; & = joins results of further samples. Rule as the data show it, unless noted: active = inhibition above about 40%; inactive = the rest. Not a hit list (roughly 0.26% active in at least one column).

SMILES	NPYLR7 agonist	hcGAS inh	mcGAS lum
Cc1cccc(CN(C(=O)c2ccc(F)cc2)C2CCC(NC(=O)C3CCN(C(=O)C4CCC4)CC3)CC2)c1 (stereo not given)	3	-4	-8
CC(=O)N1CCN(C(=O)C2CCN(C(=O)c3ccc(F)cc3)CC2)CC1	nt	-5	-3
CCC(C(=O)NCC1=CCN(C)CC1)c1ccccc1 (stereo not given)	2	1	nt
COCCNC(=S)NC(=O)c1ccco1	5	-5	-6
CN(C(=O)CN(CCOC(=O)N1CCC2(CC1)C(=O)NCN2c1ccccc1)CC(=O)N(C)C(C)(C)Cc1ccccc1)C(C)(C)Cc1ccccc1	3	0	-2
C=CCN1CC(O)CN(C(=O)c2ccc(OC)c(OC)c2)CC1=O (stereo not given)	2	1	-3
O=S(=O)(Nc1ccc(Cl)cc1F)c1cc(Cl)ccc1Cl	-9	2	nt
CCOC(=O)C1CCCN(C(=O)c2ccc(CSc3nc(COC)cc(N4CCN(c5ccccc5F)CC4)n3)cc2)C1 (stereo not given)	-10	-2	0
CC(=O)C1=C(C)Nc2ncnn2C1c1cccs1 (stereo not given)	2	-9	nt
O=C(c1cc2n(n1)CCN(Cc1ccc(Cl)cc1)C2=O)N1CCC(n2c(=O)[nH]c3ccccc32)CC1	16	-2	-5
O=C(Nc1ccc(NC(=O)c2sc3ncccc3c2-n2cccc2)cc1)c1ccco1	-3	-6	-4
O=C1N(Cc2cccc(Cl)c2)C[C@@H]2C[C@@H](c3cccn3-c3nccs3)N3CCC[C@@]123	6	-9	nt
COCCNc1oc2c(c1-c1ccc(F)cc1)c(=O)oc1ccc(C)cc12	-6	1	-4
Cc1ccccc1C1SCC(=O)N1CCN(C)C(=O)c1cccs1 (stereo not given)	-2	-7	-8
COc1ccc(C(N)=O)cc1-c1ccc(S(C)(=O)=O)cc1	12	-2	nt
COc1ccc2cc(C(=O)Nc3ccccc3C)c(=N)oc2c1	-5	-8	-5
CCCN(Cc1cccc(Cl)c1)C(=O)C(CC)OC (stereo not given)	0	-3	nt
Cn1c(C(=O)OCC(=O)NC2CCCCNC2=O)c(Cl)c2ccccc21 (stereo not given)	8	-9	-16
CCOCCCN(CC(=O)N(Cc1cccn1Cc1ccccc1Cl)CC(C)C)S(=O)(=O)c1ccc(F)cc1	1	-3	-5
Cc1cc(C)n(-c2ccccc2C(=O)N2CCC(Oc3ccccn3)CC2)n1	-6	5	nt
Cc1cccc(C)c1OCC(O)CN1C(=O)N(C)C2(CCCCC2)C1=O (stereo not given)	-2	-7	nt
Cc1ncc(CO)c2cc(C(=O)Nc3cccc4ccccc34)c(=Nc3cccc4ccccc34)oc12	-9	-6	-5
CC(C)c1nnc(S(=O)C(C)C(=O)NC(C)c2ccc(Cl)cc2)n1C (stereo not given)	11	-8	nt
CCc1cc(C(=O)NN2C(=O)NC3(CCCCC3)C2=O)sc1C	7	-5	-4
O=C(N1CCC(Cc2ccc(-c3ccccc3)cc2)CC1)C(F)(F)C(F)F	3	-3	1
(next part)
SMILES	NPYLR7 agonist	hcGAS inh	mcGAS lum
COc1cc2c(c(OC)c1)C(c1c(C)nn(C(C)(C)C)c1C)CC(=O)N2 (stereo not given)	0&0	4&-10	nt
CCC(C)NC(=O)CSc1ncnc2c1cnn2-c1ccccc1 (stereo not given)	11	-21	-2
Cc1ccc(NC(=O)C2CC2)cc1NCC(=O)N1CCOC(C)C1 (stereo not given)	1	-1	nt
CC(=O)c1ccc(NC2=NS(=O)(=O)c3cc([N+](=O)[O-])ccc32)cc1	2	-2	-6
Cc1ccccc1Oc1cc(C(F)(F)F)nc(SCc2ccc(F)c(F)c2)n1	1	-2	-3
COC(=O)C(Cn1ccnc1)C(O)(c1nccn1C)C(F)(F)F (stereo not given)	10	-4	nt
Cc1ccc(-c2ccsc2C(=O)Nc2c[nH]c(=O)cc2C)cc1	11	-5	nt
CCOCCCN(CC(=O)N(Cc1ccccc1)Cc1cccn1Cc1ccc(F)cc1)C(=O)COc1ccccc1	-8	3	0
C=CCN(Cc1ccc(F)cc1)C(=O)c1ccc(CN2CCCC2)o1	3	-3	-15
Cc1ccoc1C(=O)O	1	-8	nt
CNC(=O)CC(C)N(C)Cc1cccc(OC)c1O (stereo not given)	nt	1	-5
C#CCN(CC=C)C(=O)C1(Oc2ccc(C)cc2)CCNCC1	-5	-14	nt
CC(C)(C)CCCNCCCNC(=O)/C=N/O	4	-4	-5
CC(=O)Nc1nc2ccc(N3C(=O)c4ccccc4C3=O)cc2s1	3	5	nt
O=S(=O)(N1CCCCC1)N1CCCc2cc(F)c(F)cc21	1	3	nt
CCOC(=O)c1nn(-c2ccc(Cl)cc2Cl)c(N)c1C#N	6	-3	nt
O=C(Nc1cccc(C2SCC(=O)N2c2ccc(F)cc2F)c1)c1cccs1 (stereo not given)	-2	-4	-5
CC(=O)Nc1ccc(C(C#N)c2ccccc2)c(Cl)c1 (stereo not given)	-25	4	nt
COC(=O)/C=C/c1sccc1NC(C)=O	0	-3	nt
CCOc1ccc(N=CC(C#N)c2nc3ccccc3s2)cc1 (stereo not given)	4	-6	-10
COc1ccc(NC(=O)Nc2cccc(-c3csc4nc(C)cc(=O)n34)c2)cc1	21	3	nt
COC(=O)C(=C/C=C/N1CCOCC1)C(=O)OC	-9	-6	nt
O=C(c1cccnc1)N1CCC(n2cnc3ccc(F)cc32)CC1	6	-6	-6
COc1cc(C=NN2CCN(C)CC2)cc(OC)c1O	8	-9	nt
CCOC(=O)N1CCN(C(c2ccccc2)C2Sc3nc(C)nn3C2=O)CC1 (stereo not given)	-3	-10	nt

Copied from the list:
hcGAS inh with COc1cc(C=NN2CCN(C)CC2)cc(OC)c1O → -9
mcGAS lum with CC(=O)c1ccc(NC2=NS(=O)(=O)c3cc([N+](=O)[O-])ccc32)cc1 → -6
hcGAS inh with COC(=O)C(=C/C=C/N1CCOCC1)C(=O)OC → -6

6 records picked at random from the list so far, as already listed:
SMILES	NPYLR7 agonist	hcGAS inh	mcGAS lum
CC(=O)Nc1nc2ccc(N3C(=O)c4ccccc4C3=O)cc2s1	3	5	nt
Cc1ccccc1Oc1cc(C(F)(F)F)nc(SCc2ccc(F)c(F)c2)n1	1	-2	-3
COc1cc(C=NN2CCN(C)CC2)cc(OC)c1O	8	-9	nt
COC(=O)C(Cn1ccnc1)C(O)(c1nccn1C)C(F)(F)F (stereo not given)	10	-4	nt
CCOc1ccc(N=CC(C#N)c2nc3ccccc3s2)cc1 (stereo not given)	4	-6	-10
Cc1ccoc1C(=O)O	1	-8	nt

Further records
SMILES	NPYLR7 agonist	hcGAS inh	mcGAS lum
O=C(CN1CCN(C(=O)NCc2cccnc2)CC1)Nc1ccc(Cl)c(C(F)(F)F)c1	5	-16	nt
CCn1c(=O)c2ccccc2n(CC(=O)Nc2ccc(OC)cc2)c1=O	nt	-5	-10
CCCc1nnc2c(C(=O)N[C@H]3CCCC[C@H]3C(=O)OCC)cccn12	10	1	2
COc1ccc(-c2csc3nc(CN(CC(O)Cc4ccccc4)C(C)C)[nH]c(=O)c23)cc1OC (stereo not given)	0	-4	-3
CC(C)(O)CSCCNC(=O)N1CCc2c(F)ccc(F)c2C1	-4	-3	nt
CC(C)(C)CC(C)(C)Nc1c(-c2ccc(OC(=O)C3CCCCC3)cc2)nc2ccccn12	-9	3	-2
O=C1c2ccccc2S(=O)(=O)N1c1ccccc1F	6&1	-3&-2	nt
O=S(=O)(Nc1cccc(Cl)c1)c1cnc[nH]1	-2	1	nt
Oc1ccc(CN2CCCC3(CCNCC3)CC2)cc1Cl	3	-7	-15
CCN(CC)S(=O)(=O)c1ccc(C(=O)N2CCCn3nccc32)cc1	5	-4	-11
Oc1ccccc1OCCOCCOc1ccccc1O	-3	-5	-3
Cc1ccc(-n2nnc3c(N4CCNCC4)ncnc32)cc1	1	-12	nt
O=C(c1cccc(Cn2c(=O)ccc3ccccc32)c1)N1CCCCC1	-4	-6	-16
O=C(NCc1ccco1)c1coc(CN(Cc2ccccc2)Cc2cccc(Oc3ccccc3)c2)n1	23	2	-4
CCCC12CN3CC(C)(CN(C1)C3C(O)C(O)C(O)CO)C2=O (stereo not given)	9	-6	nt
O=C(OCc1cc(-c2ccccc2F)on1)c1cc2ccccc2o1	-1	-4	nt
CC(C)CCNC(=O)C1CCCN(c2cc(=O)n(C)c(=O)n2C)C1 (stereo not given)	nt	-5	-6
CCOC(=O)c1cnc(-c2ccccc2)nc1NCCC#N	-7	-4	-6
CCCNc1nc(SC)nc2c1cnn2CCNC(=O)C(CC)CC	nt	-4	-6
CC(O)c1ccc(-c2cccc(-n3cccn3)c2)cc1 (stereo not given)	4	-5	-14
Cc1cc(C)nc(CCN2CC3(CCNCC3)CCC2=O)n1	nt	4	1
CC(C)Oc1cccc(Nc2cc3c(cn2)cc(-c2cnn(C)c2)n3C)c1	-15	-4	-7
CCNC(=O)N(Cc1cc(Cl)ccc1OS(=O)(=O)CC)C(C)C	-6	-2	1
Cc1nc2sccn2c(=O)c1NC(=O)Nc1ccc(Cl)c(Cl)c1	-2	-7	-7
Cc1nc(CNC(=O)CC2(Cc3ccccc3)C(=O)N(C)c3ccccc32)no1 (stereo not given)	10	-7	-11
Additional compounds:
SMILES	NPYLR7 agonist	hcGAS inh	mcGAS lum
C=CCn1c(SCc2cccc(C(=O)OC)c2)nnc1-c1ccc(OC)cc1	24	-11	-5
Cc1ccn2c(NC3CCCCC3)c(-c3ccc(OC(=O)c4ccc(F)cc4)cc3)nc2c1	-13	3	-2
COCCn1cc(NC(=O)c2ccccc2Oc2ccccc2)cn1	-2	-6	-17
COc1ccccc1C1CCCN1S(=O)(=O)NCc1ccccc1 (stereo not given)	10	-3	nt
Cn1c(-c2sc(=S)n(-c3ccccc3)c2N)nc2ccccc21	0	-3	-6
O=c1cc(-c2ccc3c(c2)OCCO3)oc2cc(Cl)ccc12	-1	-5	nt
CCCN(C)c1cc(-c2ccccc2)nc(SCc2ccc(C(=O)NCc3ccccn3)cc2)n1	-4	0	1
O=C(Nc1nnc(C23CC4CC(CC(C4)C2)C3)s1)c1ccc(S(=O)(=O)N2CCOCC2)cc1	-5	-4	-4
CCOC(=O)c1cc(-c2ccc(N3CCN(C(=O)Cc4cccs4)CC3)cc2)n(-c2ccc(F)cc2)n1	15	-1	-2
CCCc1cc(C(=O)N2CCCC(Cc3ccccc3C)(C(=O)OCC)C2)no1 (stereo not given)	15&4	-10&-2	nt
COc1ccc(S(=O)(=O)N(Cc2nccn2Cc2ccccc2Cl)CC2CC2)cc1	6	10	-4
CCN1C(=O)NC(c2ccccc2C(F)(F)F)C2=C1CN(C(CC(C)C)C(=O)NCc1ccncc1)C2=O (stereo not given)	-2	-5	-5
CCOC(=O)C(=O)N1CCN(CC(OCc2cccc(C)c2)c2ccc(Cl)cc2)CC1 (stereo not given)	6	-9	-7
CCOc1ccccc1C(=O)Nc1ccc(N2CCN(C(=O)c3ccoc3)CC2)nc1	20	-7	-8
COc1c(F)cccc1C(=O)N(C)Cc1ccc(C)o1	-5	-1	-5
CC(=O)c1cccc(CN2CCC(CO)(CCCc3ccccc3)CC2)c1	12	-5	-2
Cc1cc(C(=O)NCC2CCN(Cc3cc(C(C)C)no3)C2)n[nH]1 (stereo not given)	-3	2	nt
CCCNC(=O)N(CC(=O)N1CCc2sccc2C1COc1ccccc1F)CC1CCCO1 (stereo not given)	-8	-1	0
CCOC(=O)CN(C)C(=O)c1cc(OC)ccc1OC1CCN(C(C)=O)CC1	4	-6	nt
COc1ccc(S(=O)(=O)Oc2cccc(CN(Cc3ccc(F)cc3)C(=O)c3ccco3)c2)cc1	-9	4	-1
Cc1cc(NC(=O)C2(C)CCN2C(=O)CCc2ccc(Cl)cc2Cl)no1 (stereo not given)	3	-3	-5
COC(=O)Cc1nc(NC(=O)c2ccccc2OC)n[nH]1	4	4	0
CSCCNC(=O)C1CCC(=O)N(CCCN2CCOCC2)C1 (stereo not given)	4	-7	nt
CC(=O)c1ccc(NC(=O)CCN2CCN(Cc3ccc(Cl)s3)CC2)cc1	3	-3	nt
Cc1cc(C)nc(SCc2nnc(SC(C)C)n2C)n1	3	-4	-6

For convenience, part of the list above.
SMILES	NPYLR7 agonist	hcGAS inh	mcGAS lum
CC(=O)c1ccc(NC(=O)CCN2CCN(Cc3ccc(Cl)s3)CC2)cc1	3	-3	nt
Cc1cc(C)nc(SCc2nnc(SC(C)C)n2C)n1	3	-4	-6

The listing continues.
SMILES	NPYLR7 agonist	hcGAS inh	mcGAS lum
Cc1cc(OC(=O)c2ccc(C)c([N+](=O)[O-])c2)c([N+](=O)[O-])c(=O)[nH]1	5	0	-3
CCOc1cc(CN(CCc2ccccc2)CC2CCN(C)CC2)ccc1OC	6	-13	nt
O=c1oc2ccccc2n1CCN1CCC(c2ccnc(-c3ccncc3)c2)C1 (stereo not given)	2	-5	nt
Cc1cccc(NC(=O)N2CCN(C(c3ccccc3)c3ccc(Cl)cc3)CC2)c1 (stereo not given)	1	3	1
COc1cccc(NC(=O)N2CCC(CCc3ccc(-c4ccccc4)cc3)CC2)c1	2	1	-6
O=C(c1cccc2ccccc12)C1CCCN(C(=O)CCc2ccccn2)C1 (stereo not given)	22	-10	nt
Cc1cccc(C(=O)NC(C)c2cnc(-c3ccncc3)nc2C)n1 (stereo not given)	3	-4	nt
Cc1cccc(-n2nc3c(c2NC(=O)C24CC5CC(CC(C5)C2)C4)CSC3)c1	-1	-5	-7
NC(=O)CCS(=O)(=O)CCN1CCN(CC(=O)Nc2ccc(OC(F)(F)F)cc2)CC1	3	-7	-6
Cc1noc(-c2ccc(C(C)(C)C)cc2)c1C(=O)NCc1ccc(C(F)(F)F)cc1	28	-5	-7
COCCOC(=O)c1sc2nc(CN3CCOCC3)[nH]c(=O)c2c1C	6	-6	-7

Part of the list above, in markdown:
| SMILES | NPYLR7 agonist | hcGAS inh | mcGAS lum |
| --- | --- | --- | --- |
| CC(C)Oc1cccc(Nc2cc3c(cn2)cc(-c2cnn(C)c2)n3C)c1 | -15 | -4 | -7 |
| CCNC(=O)N(Cc1cc(Cl)ccc1OS(=O)(=O)CC)C(C)C | -6 | -2 | 1 |
